proCasp3 act = procaspase-3 (human) activation | P42574 | recombinant procaspase-3 D3A, Ac-DEVD-pNA absorbance 405 nm | activation, % at 8.5 µM | hit rate 0.11% among 330,000 | AID 463141;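 active = activation above the mean of all tested compounds plus 3 SD, cut at about 21% in these data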;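 note: 0% = DMSO alone and 100% = DMSO wells spiked with extra 5 µM PC-3 D3A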
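Compound: 8.5 µM single point, 0.8% DMSO / Material: Autoprocessing-dead procaspase-3 D3A mutant enzyme / Timing: 1 h preincubation plus 2 h reaction at 25 °C / Medium: Zinc-free HEPES/NaCl buffer with 0.01% Triton X-100 at pH 7.4 / Technique: 405 nm absorbance of p-nitroaniline, reads at 0 and 120 min / Repeats: one well per compound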
LAP4-GFP MLPCN = modulators of TOR pathway LAP4-GFP in S. cerevisiae. hit rate 0.34% among 320,000. S. cerevisiae LAP4-GFP multiplex, flow cytometry GFP, 3 h; median GFP as percent of DMSO wells. AID 2023. GFP response vs DMSO, % at 10 µM;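 active = GFP response vs DMSO above a set limit, about the screen mean plus 3 SD, cut at about 150% in these data; inconclusive = under 70 cell events counted for the yeast strain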
ZTA DNA inh = blocks Epstein-Barr virus ZTA, an EBNA-1 counter-screen. P03206. ZTA-DNA binding, fluorescence polarization. inhibition, % at 11 µM. hit rate 0.15% among 320,000. AID 2234; in the data active = inhibition above about 33%
EBNA-1 inh = blocks EBNA-1 binding to DNA. EBNA-1 DNA binding, fluorescence polarization. inhibition, % at 14.8 µM. hit rate 0.34% among 300,000; in the data active = inhibition above about 28%
MEP2-GFP yeast = yeast TOR pathway MEP2-GFP modulation; S. cerevisiae MEP2-GFP strain, flow cytometry GFP, 3 h; 100% = DMSO control level; GFP response vs DMSO, % at 10 µM; hit rate 0.51% among 330,000; AID 2016;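 active = GFP response versus DMSO above a set limit, roughly screen mean plus 3 SD, cut at about 180% in these data; inconclusive = fewer than 70 cells counted for a yeast strain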;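 note: median GFP fluorescence of the barcode-gated MEP2-GFP cells per well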
RPL19A-GFP yeast = yeast TOR pathway RPL19A-GFP modulation. S. cerevisiae RPL19A-GFP strain, flow cytometry, 3 h; active compounds read low. percent response vs DMSO, % at 10 µM. hit rate 0.3% among 330,000;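 active = percent response vs DMSO below 50%; inconclusive = fewer than 70 events counted for the yeast strain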;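 note: median channel GFP fluorescence of the barcoded RPL19A-GFP strain; ratio of sample median GFP to plate DMSO average so 100% = DMSO; lower means less RPL19A-GFP as with rapamycin TOR inhibition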
proCasp7 act = counter-screen: procaspase-7 (human) activation | P55210 | hit rate 0.093% among 330,000 | recombinant procaspase-7, Ac-DEVD-pNA absorbance 405 nm; D23A/D198A/D206A triple mutant, cannot self-cleave; scale: DMSO 0, 5 µM enzyme 100 | activation, % at 8.5 µM;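 active = percent activation above the screen-wide mean plus 3 SD, cut at about 25% in these data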
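Material: Procaspase-7 triple mutant (PC-7 D3A) | Quantity: 2 µM procaspase-7 mutant as dispensed | Reagent: DEVD-pNA substrate | Times: 1 h preincubation, 2 h reaction | Technique: 405 nm absorbance of p-nitroaniline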
AHR act = activates the human aryl hydrocarbon receptor. P35869. AHR-responsive luciferase reporter cells, luminescence. activation, % at 5 µM. hit rate 2.5% among 320,000. AID 2796; in the data active = activation above about 47%;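 note: 0% = vehicle wells and 100% = reference agonist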
* marks the source's active call; other numbers are inactive results; ? = inconclusive; nt = not tested or not shown.

Sample of the layout:
SMILES	proCasp3 act	LAP4-GFP MLPCN	ZTA DNA inh	EBNA-1 inh	MEP2-GFP yeast	RPL19A-GFP yeast	proCasp7 act	AHR act
O=C(CNc1ccc2ccccc2c1)NNC1=NCCC1	-1	92	-8	1	106	97	16	9
CC(C)(C)NC(=O)c1nc2nc(-c3ccccc3)cc(C(F)(F)F)n2n1	-7	92	-11	-9	95	98	-3	11
CC(=O)c1c(C)[nH]c(C(=O)Nc2cccc(C)n2)c1C	0	98	4	-13	99	101	-8	5
CCN(CC(=O)NCc1cccs1)C(=O)c1cccc(S(=O)(=O)NC)c1	-14	110	2	2	96	100	12	4
O=c1[nH]c(=O)n(-c2ccccc2)c2c1C(C(F)(F)F)(C(F)(F)F)N=C(C1CCCCC1)N2	-1	96	4	6	109	102	4	4
Cc1cc(C)nc(NC(=O)c2ccc(Cl)cc2[N+](=O)[O-])c1	-1	86	2	9	103	100	-7	11

This part in full, from the start:
SMILES	proCasp3 act	LAP4-GFP MLPCN	ZTA DNA inh	EBNA-1 inh	MEP2-GFP yeast	RPL19A-GFP yeast	proCasp7 act	AHR act
O=C(CNc1ccc2ccccc2c1)NNC1=NCCC1	-1	92	-8	1	106	97	16	9
CC(C)(C)NC(=O)c1nc2nc(-c3ccccc3)cc(C(F)(F)F)n2n1	-7	92	-11	-9	95	98	-3	11
CC(=O)c1c(C)[nH]c(C(=O)Nc2cccc(C)n2)c1C	0	98	4	-13	99	101	-8	5
CCN(CC(=O)NCc1cccs1)C(=O)c1cccc(S(=O)(=O)NC)c1	-14	110	2	2	96	100	12	4
O=c1[nH]c(=O)n(-c2ccccc2)c2c1C(C(F)(F)F)(C(F)(F)F)N=C(C1CCCCC1)N2	-1	96	4	6	109	102	4	4
Cc1cc(C)nc(NC(=O)c2ccc(Cl)cc2[N+](=O)[O-])c1	-1	86	2	9	103	100	-7	11
Cc1cccc(C(=O)NCc2nnc(SCC(=O)NC(C)c3ccccc3)n2C)c1 (stereo unspecified)	0	87	5	-2	108	103	-9	0
O=C(NCCc1c[nH]c2ccccc12)c1cc2sccc2n1Cc1ccccc1	5	103	-4	2	95	99	1	6
CN1CCN(CC(=O)Nc2cccc([N+](=O)[O-])c2)CC1	0	98	10	2	101	109	10	-2
O=C(CC12CC3CC(CC(C3)C1)C2)NCC(c1ccc(F)cc1)N1CCOCC1 (stereo unspecified)	3	?	-21	-10	?	?	5	8
Cn1nc(CSc2ccccc2)c(C=O)c1Cl	6	98	-2	-3	99	97	7	-5
CC12CN3CC(C)(CN(C1)C3c1ccc([N+](=O)[O-])o1)C2 (stereo unspecified)	1	113	-8	-4	89	104	-11	3
COc1ccc(S(=O)(=O)N2CCOCC2)cc1NC(=O)CN(C)Cc1c(F)cccc1Cl	-3	103	-12	-15	102	106	4	1
Cc1ccc(-c2nc(-c3ccccc3)no2)cc1	4	111	-19	5	107	103	0	-10
COc1cccc(CCC(=O)O)c1OC	13	89	-3	-12	98	97	-2	4
COc1cc(/C=C2\SC(=S)N(CCC(=O)NCCc3ccccc3)C2=O)cc(OC)c1OC	1	105	7	-3	106	101	-1	-1
COc1ccc(OCc2cc(C(=O)N3CCCC(OC)C3)no2)c2ccccc12 (stereo unspecified)	6	102	8	-2	98	100	-3	36
COc1cc(S(=O)(=O)N(Cc2ccccn2)Cc2ccco2)ccc1-n1cnnn1	2	103	15	12	111	101	-11	0
Nc1nonc1C(=O)NCCN=Cc1cc(Cc2ccccc2)cc(Br)c1O	-13	119	6	-7	86	76	-8	-1
O=C1Cc2cc(NS(=O)(=O)c3ccc([N+](=O)[O-])cc3)cc3c2N1CCC3	0	95	-11	1	102	101	2	5
O=c1cc(CO)occ1OCc1c(F)cccc1Cl	-3	91	-1	-3	96	100	-5	-1
CCCC1C(c2ccco2)NC(c2ccco2)CC1(C)O (stereo unspecified)	-6	103	-17	4	103	94	-1	2
CC1CCN(S(=O)(=O)c2cccc(C(=O)Nc3nccs3)c2)CC1	-4	166*	-1	-5	214*	105	5	6
CCN(CC(=O)Nc1cc(Cl)ccc1-n1cncn1)Cc1nc2ccccc2c(=O)[nH]1	2	92	9	nt	91	93	9	4
O=C(Cc1ccsc1)Nc1ccc(Cl)cc1Cl	6	88	-10	-6	96	97	6	-15

More compounds
SMILES	proCasp3 act	LAP4-GFP MLPCN	ZTA DNA inh	EBNA-1 inh	MEP2-GFP yeast	RPL19A-GFP yeast	proCasp7 act	AHR act
Cn1nc(C(=O)NC2CCCCC2)c2ccccc2c1=O	8	97	-13	-13	107	100	-6	-2
CCCC(C(=O)NCc1ccco1)N(C(=O)CNS(=O)(=O)c1ccccc1)C1CCCC1 (stereo unspecified)	-5	98	-13	-21	99	96	-2	0
O=C(Nc1ccc(N2CCOCC2)c(S(=O)(=O)Nc2ccccc2Cl)c1)c1ccccc1	9	99	-3	nt	100	100	-3	4
COc1ccc(/C=C/C(=O)Nc2cc(S(=O)(=O)N3CCOCC3)ccc2N2CCCC2)cc1OC	1	96	5	2	94	95	-3	2
COc1ccc(NC(=O)C2Cc3cc(S(=O)(=O)N4CCCCC4)ccc3N2C(C)=O)cc1Cl (stereo unspecified)	-1	115	3	-7	112	111	-2	6
CN(CC(=O)Nc1ccc(Cl)cc1)CC(=O)Nc1cccc(Br)c1	-5	85	-16	3	98	91	-9	4
COc1cccc(-n2nnc3c(=O)n(CC(=O)N4CCC(C)CC4)cnc32)c1	0	96	11	5	90	93	0	-1
S=C(NCc1ccccn1)Nc1ccc(Cl)cc1Cl	5	134	-6	-6	98	95	-15	4
COc1ccc(CNc2cc(C)nc3ccc(OC)cc23)cc1	-2	98	-20	-6	104	101	-13	18
CCc1cc[n+](-c2nc3ccccc3nc2[N-]S(=O)(=O)c2ccc(Br)s2)cc1	2	87	-16	8	108	106	1	1
COc1ccc(NC(=S)N/C(=N/CS(=O)(=O)c2ccccc2)c2ccccc2)cc1	0	96	18	8	92	96	-9	-4
O=C(c1ccc2c(c1)OCO2)N1CCN=C1SCc1cccnc1	5	97	-17	10	117	102	3	20
COc1cccc(NC(=O)N2C3CCCC2CC(NC(C)=O)C3)c1 (stereo unspecified)	7	82	14	-3	108	100	1	-2
CS(=O)(=O)Nc1ccc(-c2cc(/C=C3\SC(N)=NC3=O)c[nH]c2=O)cc1	5	106	10	4	89	97	0	-3
COC(=O)CCCC1=CC2=CC(=O)C(C)(OC(=O)c3cccs3)C(=O)C2=CN1c1ccccc1 (stereo unspecified)	-2	nt	-7	4	nt	nt	-14	2
O=C(NC12CC3CC(CC(C3)C1)C2)N1CC2Cc3cccc(=O)n3C(C2)C1 (stereo unspecified)	1	101	-2	4	98	98	1	-1
CCN(Cc1ccccc1)C(c1cc2cc(C)ccc2[nH]c1=O)c1nnnn1CCOC (stereo unspecified)	2	101	-13	-11	106	104	-2	14
CN(C)c1nc(SCCOC(=O)c2ccccc2)nc(N(C)C)n1	0	89	6	10	94	97	3	1
O=C(NCCCN1CCOCC1)C(Sc1ccccc1)c1ccccc1 (stereo unspecified)	-1	93	6	-4	98	94	7	-3
COc1ccccc1N/C(N)=N/c1nc(CSc2nc3ccccc3s2)cc(=O)[nH]1	2	84	7	7	87	99	1	9
CC(=O)NCC(=O)N(C)C(C(=O)Nc1ccc(C(C)C)cc1)c1ccccc1 (stereo unspecified)	15	98	-8	12	102	99	-8	-2
CC1CN(Cc2nc3c(c(=O)n(C)c(=O)n3C)n2Cc2cccc(Cl)c2)CC(C)O1 (stereo unspecified)	1	101	-8	-6	106	97	7	-1
O=C(CSc1nnnn1-c1ccc(O)cc1)c1cc2ccccc2o1	4	103	3	5	93	97	-13	4
O=C(Cn1cnc2c(cnn2-c2ccc(F)cc2)c1=O)NCC1CCCO1 (stereo unspecified)	2	94	-5	-7	90	91	11	-1
C#CCN1C(=O)C(O)(CC(=O)c2cc(OC)ccc2OC)c2ccccc21 (stereo unspecified)	-2	104	6	4	98	100	2	39

(further entries)
SMILES	proCasp3 act	LAP4-GFP MLPCN	ZTA DNA inh	EBNA-1 inh	MEP2-GFP yeast	RPL19A-GFP yeast	proCasp7 act	AHR act
CCc1nccn1S(=O)(=O)c1ccc(OC)c(OC)c1	-5	99	9	6	95	107	0	0
COc1ccc(S(=O)(=O)Cc2ccc(C(=O)N3CCN(c4cccc(C)c4C)CC3)o2)cc1	-8	94	-10	-7	95	97	0	-2
Cc1cc(OCC(=O)Nc2cccc(S(=O)(=O)NC3=NCCCCC3)c2)ccc1Cl	-1	95	-8	-6	113	103	4	5
CCNS(=O)(=O)c1ccc(S(=O)(=O)N(Cc2ccccn2)C2CCCCC2)cc1	3	96	4	1	96	99	3	2
COc1ccc(CNc2nc(-c3ccccc3)nn2C(=O)c2cccs2)cc1	-1	107	3	10	104	99	-3	0
COc1cc(OC)cc(C(=O)N[C@H](C(=O)NCc2ccccc2)C(C)C)c1	1	95	-6	-6	101	101	1	5
Cc1ccc(CNC(=O)/C=C/c2c(Cl)cccc2Cl)cc1	-2	100	-8	-5	105	100	-5	-2
CCC(C)NC(=O)CCS(=O)(=O)c1ccc2c(c1)n(C)c(=O)c(=O)n2C (stereo unspecified)	8	98	-4	10	103	97	-2	1
O=C(NC1CCCC1)C(c1ccccc1)N(Cc1ccccc1)C(=O)c1csnn1 (stereo unspecified)	5	102	6	-3	108	102	-1	-1
Cc1ccc(N2C(=O)CC(Sc3ccccc3C(=O)O)C2=O)cc1C (stereo unspecified)	-19	116	-5	0	100	105	-35	-1
CN1C(=O)C(C)(C)c2cc(S(=O)(=O)N3CCCC(C(=O)NCc4ccccc4Cl)C3)ccc21 (stereo unspecified)	8	99	11	9	98	99	-7	0
CCN(CC)c1ccc(C2N(C(=O)N3CCOCC3)CCN2S(=O)(=O)c2ccc(C)cc2)cc1 (stereo unspecified)	11	101	13	9	101	nt	4	-4
COc1ccc(NC(=O)C2CCCN(S(=O)(=O)c3ccc(C)cc3)C2)cc1OC (stereo unspecified)	-6	104	3	2	99	97	-4	4
O=C(CCn1c(=O)[nH]c2ccsc2c1=O)N1CCN(Cc2ccc3c(c2)OCO3)CC1	-2	101	-9	3	107	97	7	-1
CC(=O)Nc1ccc(OCC[n+]2cccc(C(N)=O)c2)cc1	1	104	-6	-15	102	100	1	5
O=C(CCN(NC(=O)c1ccccc1)C1=NS(=O)(=O)c2ccccc21)NC1CCCCC1	-4	100	-32	-4	118	108	9	6
CC1CC(C(F)F)n2nc(C(=O)O)cc2N1 (stereo unspecified)	0	102	9	4	100	96	8	1
CC(Sc1nc2c(c(=O)[nH]1)CCCC2)C(=O)Nc1ccc(Br)cn1 (stereo unspecified)	7	90	-12	-10	105	102	8	7
Cc1cc(C)n(C(=O)CCNC(=O)c2ccccc2Cl)n1	7	99	16	-2	99	97	-4	0
COc1ccccc1NS(=O)(=O)c1cc2c3c(c1)CCN3C(=O)CC2	7	99	1	-20	103	98	9	0
CSc1ccc(CNc2ccc(Cl)cc2)cc1	8	113	1	4	109	104	-2	-1
CCOc1ccc(CCNC(=O)C2CC(=O)N(Cc3ccc(C)cc3)C2)cc1OCC (stereo unspecified)	-9	105	7	-9	102	98	6	-2
CN(C)S(=O)(=O)Nc1ccc(C(=O)O)cc1	6	99	-13	9	105	101	1	-5

Of the compounds above, two have a CF3 group:
SMILES	proCasp3 act	LAP4-GFP MLPCN	ZTA DNA inh	EBNA-1 inh	MEP2-GFP yeast	RPL19A-GFP yeast	proCasp7 act	AHR act
CC(C)(C)NC(=O)c1nc2nc(-c3ccccc3)cc(C(F)(F)F)n2n1	-7	92	-11	-9	95	98	-3	11
O=c1[nH]c(=O)n(-c2ccccc2)c2c1C(C(F)(F)F)(C(F)(F)F)N=C(C1CCCCC1)N2	-1	96	4	6	109	102	4	4
